CCR6 antag: blocks CCL20-driven beta-arrestin recruitment at human CCR6; P51684; AID 493098; CHO-K1 CCR6 PathHunter beta-arrestin, luminescence, CCL20-stimulated; inhibition, % at 20 µM; 340,000 tested, 0.49% active;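 active = compounds whose inhibition of the agonist-driven luminescence signal at 20 µM reaches about 50%, limit read from the data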;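 also: cells stimulated with CCL20 at 14 nM final; plate controls were DMSO with CCL20 for no effect and DMSO without agonist for full effect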
ATG4B inh: blocks human ATG4B protease cleavage of LC3 substrate. inhibition, % at 8.33 µM. ATG4B cleavage of LC3-PLA2, NBD-HPC fluorescence, 1 h. Q9Y4P1. 340,000 tested, 0.51% active; in the data active = inhibition above about 40%
Target sequence (Q9Y4P1 whole entry, looked up): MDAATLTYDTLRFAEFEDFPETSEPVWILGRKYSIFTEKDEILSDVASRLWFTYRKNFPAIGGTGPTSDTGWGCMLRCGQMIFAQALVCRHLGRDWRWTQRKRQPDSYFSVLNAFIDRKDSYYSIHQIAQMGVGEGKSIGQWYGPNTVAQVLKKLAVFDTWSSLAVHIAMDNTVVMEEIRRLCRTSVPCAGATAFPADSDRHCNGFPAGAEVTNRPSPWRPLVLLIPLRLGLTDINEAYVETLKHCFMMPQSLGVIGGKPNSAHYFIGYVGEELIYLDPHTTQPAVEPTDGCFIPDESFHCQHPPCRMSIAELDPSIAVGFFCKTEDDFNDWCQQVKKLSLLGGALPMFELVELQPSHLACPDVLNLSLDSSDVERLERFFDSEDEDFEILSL
CXCR6 inh: blocks human CXCR6 beta-arrestin recruitment; CHO-K1 PathHunter CXCR6 beta-arrestin, luminescence; O00574; 360,000 tested, 0.36% active; inhibition, % at 20 µM; in the data active = inhibition above about 34%, passing the limit was not always enough;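 also: antagonist mode with CXCL16 agonist at 10 nM final; 0% = 10 nM CXCL16 with DMSO and 100% = unstimulated wells without agonist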
UBC13 polyUb: blocks human UBC13 polyubiquitin chain formation. P61088. TR-FRET. inhibition, % at 20 µM. 330,000 tested, 0.47% active. AID 485273; in the data active = inhibition above about 45%, passing the limit was not always enough
Target sequence (P61088 whole entry, looked up): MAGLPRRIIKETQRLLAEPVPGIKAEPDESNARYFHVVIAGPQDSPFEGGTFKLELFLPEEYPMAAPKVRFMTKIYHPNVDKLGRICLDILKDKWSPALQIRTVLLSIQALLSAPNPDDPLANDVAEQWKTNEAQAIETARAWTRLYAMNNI
APJ antagonist: APJ receptor antagonism. P35414. CHO-K1 APJ beta-arrestin complementation, luminescence. inhibition, % at 20 µM. 330,000 tested, 0.32% active;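 active = inhibition above about 40% at 20 µM, limit read from the data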;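 also: cells challenged with 10 nM apelin-13 agonist together with compound; plate controls were apelin-13 plus DMSO wells for no effect and DMSO wells lacking apelin-13 for full effect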
Gli-Sufu antag: Gli-Sufu pathway antagonism; AID 588413; inhibition, % at 5 µM; Sufu-KO-LIGHT fibroblasts, Gli luciferase reporter luminescence; 340,000 tested, 0.74% active;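 active = inhibition above about 55%, limit read from the data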;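 also: 0% = DMSO-treated cells and 100% = wells with medium but no cells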
EBI2 antag: antagonists of human EBI2 receptor; P32249; EBI2 beta-arrestin recruitment, luminescence, 7a,25-OHC stimulated; inhibition, % at 5 µM; 360,000 tested, 0.81% active; in the data active = inhibition above about 38%;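 also: enzyme fragment complementation signal reports receptor beta-arrestin coupling in cells; 0% = agonist plus DMSO wells and 100% = wells without agonist; some results beyond the cut were filed as inactive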
Target sequence (P32249 whole entry, looked up, the tested form may be a part): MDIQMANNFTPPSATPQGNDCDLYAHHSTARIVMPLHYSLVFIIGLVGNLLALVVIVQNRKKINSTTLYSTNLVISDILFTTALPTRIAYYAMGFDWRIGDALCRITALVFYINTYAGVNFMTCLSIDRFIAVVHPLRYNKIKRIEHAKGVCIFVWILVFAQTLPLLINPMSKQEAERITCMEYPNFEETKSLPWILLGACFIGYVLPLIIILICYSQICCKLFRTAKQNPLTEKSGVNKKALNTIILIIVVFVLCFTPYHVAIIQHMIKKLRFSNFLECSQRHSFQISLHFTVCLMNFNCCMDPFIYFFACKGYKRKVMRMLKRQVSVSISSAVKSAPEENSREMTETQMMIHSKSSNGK
APJ ag: APJ receptor agonism; P35414; CHO-K1 APJ PathHunter beta-arrestin, luminescence; 0% DMSO wells, 100% apelin; activation, % at 20 µM; 330,000 tested, 0.11% active;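 active = activation more than six SD over the plate average, tested at 20 µM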;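 also: 0% = DMSO alone and 100% = apelin-13 at 10 nM; some results filed as inactive read as strong as hits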
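Test system: CHO-K1 APJ beta-arrestin complementation cell line | Compound: Single test compound dose, 20 µM final, 1% DMSO | Incubation: Compound 90 min 25 °C, reagent 1 h | Measured by: beta-gal luminescence | Read-out basis: APJ–arrestin association signal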
* marks the source's active call; other numbers are inactive results; . = no result given. Compounds as they come; 3% or so of the library scored in one or more.

item	SMILES	CCR6 antag	ATG4B inh	CXCR6 inh	UBC13 polyUb	APJ antagonist	Gli-Sufu antag	EBI2 antag	APJ ag
1	COc1ccc(NC(=O)NCCN2C(=O)C3C4C=CC(C4)C3C2=O)cc1 (stereo unspecified)	5.7	-7.6	-3.0	-1.0	7.9	-29.9	-2.7	-4.1
2	CCCNC(=S)N1CCC(c2nc3cc(C)c(C)cc3[nH]2)CC1	4.8	-15.6	-8.9	1.9	13.2	7.3	-0.7	-2.0
3	Cc1ccccc1NC(=O)C1CC(=O)OC12CCOC(C)(C)C2 (stereo unspecified)	-4.1	-7.7	-8.1	10.0	-8.8	4.9	-2.4	4.0
4	O=C(COc1nc2ccccc2nc1N1CCOCC1)Nc1cccc(S(=O)(=O)N2CCCCC2)c1	14.3	-8.8	-12.8	-2.5	4.4	28.6	-2.8	-0.4
5	COC(=O)C1=C(C)N(CCCC(=O)O)C(=O)NC1c1ccc(OC)cc1 (stereo unspecified)	4.0	0.3	-2.6	-3.2	8.8	-1.5	-4.2	-5.2
6	CO/N=C/C(=N\Nc1ccc(OC)cc1)C(=O)c1ccc(OC)cc1	19.6	-0.7	11.8	-6.9	5.9	-8.0	26.7	-5.9
7	Cc1cc(C)n(Cc2ccc(C(=O)NCc3ccco3)o2)n1	11.7	-5.0	1.5	-2.0	4.1	0.0	-11.6	-3.5
8	CCOC(=O)c1nc(NCc2cccc(OC)c2)c2ccccc2n1	3.0	-9.3	4.1	8.9	5.7	-2.5	-15.9	-3.1
9	COc1ccc(Br)cc1S(=O)(=O)Nc1ncn[nH]1	-5.9	-8.8	3.0	2.7	9.1	-10.1	-8.2	-4.9
10	C=CCOc1ccc2ccccc2c1CNn1cn[nH]c1=S	-4.3	-0.1	-6.2	-2.3	-0.4	-0.3	-5.7	-0.2
11	C/C(=N/NC(=O)CSc1nc2ccccc2s1)c1ccncc1	2.1	-8.4	-5.5	-6.1	-3.0	5.2	11.7	1.2
12	CC(C)CNC(=O)c1ccccc1-c1ccccc1C(=O)O	-6.7	-15.3	-8.7	-3.6	-3.2	-0.2	-3.7	1.2
13	O=S(=O)(/C=C/c1ccccc1)c1ccccc1	16.2	-6.0	3.9	-9.1	8.6	-0.3	-6.4	-1.0
14	CCOC(=O)N1CCN(C(=S)NC(=O)c2c(-c3c(Cl)cccc3Cl)noc2C)CC1	7.9	8.1	7.0	0.4	22.8	10.6	-1.9	-2.5
15	Cc1nc(Cl)cc(CS(=O)(=O)c2ccc(Cl)cc2)n1	-10.3	-0.7	0.6	7.8	13.7	-2.6	-14.9	-3.1
16	Cc1cc(S(=O)(=O)Nc2ccc(C(=O)NCC(c3ccccc3)N(C)C)cc2)ccc1F (stereo unspecified)	10.3	3.8	-3.4	2.8	15.3	8.0	-6.5	-3.8
17	O=C(Nc1cccc2ncccc12)c1cccc(F)c1	0.8	8.6	-1.3	10.2	1.3	-0.1	-11.2	2.1
18	O=C(NCc1nc2ncc(Br)cc2[nH]1)c1ccccc1	8.9	-5.3	-0.2	3.3	-7.3	-4.0	-7.9	-0.5
19	CCCCOC(=O)C1CCCC(C)N1 (stereo unspecified)	8.0	-0.6	0.7	9.4	11.1	-11.3	-10.7	-9.1
20	CNS(=O)(=O)c1ccc(NC(=O)c2cc(-c3ccncc3)nc3ccc(Cl)cc23)cc1	2.9	3.0	4.4	4.9	-7.9	2.1	2.4	4.3
21	O=C(Nc1cccc(-c2ccc(N3CCCCC3)nn2)c1)c1ccc(Br)o1	9.1	15.6	-2.5	-4.4	-7.6	-47.2	2.3	6.4
22	COc1ccc2c(c1)C=C(CN1CCC(CO)(CCc3ccccc3)CC1)CO2	7.4	19.4	3.0	-7.9	-14.0	20.7	9.6	-3.1
23	O=C(O)CCC(=O)NNC(=O)c1cccs1	6.2	-0.9	4.5	-9.5	-5.0	-0.8	-8.7	-2.3
24	CC(C)Oc1ccc(N2CC(C(=O)Nc3ccc(N4CCOCC4)cc3)CC2=O)cc1 (stereo unspecified)	13.8	-3.0	-6.5	-0.1	21.5	-28.9	-11.0	-4.1
25	CCC(C(=O)NC1CCCCC1)n1c(SCc2ccc(F)cc2)nc2ccncc21 (stereo unspecified)	6.7	-14.5	2.4	20.1	13.1	4.7	-2.8	0.0
26	O=C(CSc1ccsc1[N+](=O)[O-])NCCc1ccc(Cl)cc1	11.3	-7.1	5.4	-0.9	5.6	5.8	9.5	-4.3
27	CCN(CC(=O)NCc1cccs1)C(=O)c1cccc(S(=O)(=O)Nc2ccc(OC)cc2)c1	13.5	-1.4	-1.7	-2.2	-57.8	-7.2	-9.9	-1.5
28	Cc1cc(C)nc(NC(=S)Nc2ccc(Br)cc2Cl)c1	8.4	-6.4	13.0	4.1	-13.2	-2.2	10.6	-2.9
29	O=C(Cn1cnc2c(nnn2Cc2ccc(Cl)cc2)c1=O)NCc1ccco1	17.5	6.2	-1.3	5.0	8.5	-0.6	-11.9	5.5
30	CC(C)N1CCN(CCCc2ccccc2)CC1CCO (stereo unspecified)	1.9	-0.7	-4.0	5.0	15.5	-1.3	-5.0	0.2

Record cards, as listed above.
CNS(=O)(=O)c1ccc(NC(=O)c2cc(-c3ccncc3)nc3ccc(Cl)cc23)cc1 in the list: CCR6 antag: 2.9; ATG4B inh: 3.0; CXCR6 inh: 4.4; UBC13 polyUb: 4.9; APJ antagonist: -7.9; Gli-Sufu antag: 2.1; EBI2 antag: 2.4; APJ ag: 4.3
O=C(COc1nc2ccccc2nc1N1CCOCC1)Nc1cccc(S(=O)(=O)N2CCCCC2)c1 in the list: CCR6 antag: 14.3; ATG4B inh: -8.8; CXCR6 inh: -12.8; UBC13 polyUb: -2.5; APJ antagonist: 4.4; Gli-Sufu antag: 28.6; EBI2 antag: -2.8; APJ ag: -0.4

(further entries)
item	SMILES	CCR6 antag	ATG4B inh	CXCR6 inh	UBC13 polyUb	APJ antagonist	Gli-Sufu antag	EBI2 antag	APJ ag
31	COc1ccccc1-c1nnc(SCC(=O)Nc2ccc(S(N)(=O)=O)cc2)n1C	-5.5	-1.8	-3.8	7.4	15.6	-1.1	-2.4	-3.3
32	O=C(CN(C1CCCCC1)S(=O)(=O)c1ccc(Br)cc1)NCc1ccncc1	-2.5	-10.0	6.4	3.4	9.8	8.3	6.5	-4.0
33	c1ccc(C2=NNC(c3ccco3)=Nc3ccccc32)cc1	0.2	8.3	5.7	-9.8	6.7	-3.2	8.6	-1.7
34	COCCn1c(SCC(=O)Nc2ccccc2F)nc2c(c1=O)SCC2	-9.9	-8.1	-0.6	-6.9	10.3	8.9	8.2	-8.7
35	CCCN(Cc1nc(-c2ccc(Cl)cc2)no1)CC1CCCO1 (stereo unspecified)	26.5	8.4	-0.4	13.2	-13.6	2.6	2.2	3.6
36	CC1(C)CC(=O)c2cc(C(=O)O)c(=O)n(-c3ccccc3)c2C1	12.6	-7.0	-7.4	-7.2	6.0	2.9	2.3	2.5
37	CCCNS(=O)(=O)c1ccc(CCC(=O)N2CCCCC2)cc1	-5.9	-12.0	6.4	4.3	-0.5	6.0	-6.6	0.0
38	COc1ccccc1C(=O)C1CCCN(C(=O)Nc2ccccc2F)C1 (stereo unspecified)	-3.1	1.4	-6.9	-7.9	13.6	-24.8	-18.4	-0.4
39	Oc1ccc(/C=N/Nc2nc(-c3cccnc3)nc3ccccc23)c(O)c1	2.4	-12.9	-1.2	-25.1	-9.3	-19.5	-1.2	-1.9
40	COc1cccc(NC(=O)CC2COc3ccccc3O2)c1 (stereo unspecified)	1.3	-1.8	6.5	-3.4	4.8	-6.5	2.0	-1.4
41	O=C(CNC(=O)c1ccc(Br)o1)Nc1cccc(S(=O)(=O)N2CCOCC2)c1	8.9	-10.2	-8.6	-0.6	12.0	4.2	-11.9	-0.7
42	COc1ccc([C@@H]2[C@@H]3C(=O)N(C(C)(C)C)C(=O)[C@@H]3[C@]3(Cc4ccc(Cl)cc4)C(=O)N(c4ccc(Br)cc4)C(=O)N23)cc1	-5.7	-1.4	3.6	-12.7	17.7	-21.8	2.0	-1.0
43	CCOc1ccc2c(c1)c(N=NC(=N)N)c(O)n2C	0.6	-10.5	-14.1	-50.5	6.9	-2.8	-15.4	-3.4
44	O=C(NCCCN1CCOCC1)c1ccc(S(=O)(=O)Nc2ccccc2)cc1	14.2	0.8	7.3	-7.7	-4.6	-8.7	-0.1	-3.9
45	O=C(c1ccccc1)c1nccn1-c1ccc(Cl)nn1	7.0	2.7	-9.4	-5.0	-13.6	-0.6	-1.1	-3.1
46	Cc1ccc(S(=O)(=O)NCCC(=O)N2CCN(S(=O)(=O)c3cccc(F)c3)CC2)cc1C	14.7	-10.6	-0.9	0.2	2.9	2.0	3.8	-4.2
47	COCCN1C(=O)c2cc(C(=O)Nc3ccc(C)c(F)c3)ccc2C1Nc1ccc(C)c(F)c1 (stereo unspecified)	-2.9	-16.0	-10.3	-12.7	-6.1	-11.4	86.4*	3.9
48	CS(=O)(=O)Nc1cccc(C2=NN(C(=O)c3ccccc3Cl)C(c3ccccc3O)C2)c1 (stereo unspecified)	12.3	-18.7	7.3	9.3	14.4	-2.2	1.5	-0.1
49	COc1cccc(NC(=O)CNc2cc(S(=O)(=O)N3CCOCC3)ccc2N2CCCC2)c1	5.5	-37.5	5.5	-9.5	-0.5	0.8	13.0	-3.6
50	O=C1C2C3CCC(C3NCc3ccccc3)C2C(=O)N1Cc1ccccc1 (stereo unspecified)	19.1	1.0	0.2	9.6	5.6	-2.4	7.9	-4.1
51	Cc1c(C(=O)NC(=S)Nc2ccc(NC(=O)c3cccs3)cc2)cccc1[N+](=O)[O-]	58.4*	-0.8	17.3	-14.5	21.3	11.6	-4.4	-6.3
52	COc1ccc(-c2noc(CCC(=O)NCc3cccnc3)n2)cc1	6.2	5.2	9.6	-2.5	16.1	-1.4	-2.7	-3.8
53	CSc1ccccc1C(=O)Nc1cc(C)ccc1C	-4.6	-12.0	11.0	-0.9	10.0	-7.8	-0.4	-4.9
54	CN(CCC#N)c1ncnc2scc(-c3ccccc3)c12	7.4	-9.8	7.6	10.4	13.3	9.9	5.3	0.7
55	CCC(=Cc1ccccc1O)c1ccncc1	4.7	-2.8	-3.9	.	.	-5.5	-2.1	.
56	O=C(c1ccccc1S(=O)(=O)NCC(O)COc1ccc([N+](=O)[O-])cc1)N1CCCCC1 (stereo unspecified)	4.7	2.4	2.4	4.2	3.1	-5.2	7.4	-3.0
57	COc1ccccc1NC(=O)N(CCCN1CCOCC1)Cc1cc2cc3c(cc2[nH]c1=O)OCO3	18.2	17.2	-1.1	4.2	6.9	4.7	3.0	-4.5
58	CC[n+]1c(C=C2C=C(C)OC(C)=C2)sc2ccccc21	2.1	0.4	3.4	-49.6	23.5	85.4*	5.7	-2.4
59	COCCN1CC(=O)N2C(c3cccc(OC)c3)c3[nH]c4ccccc4c3C[C@H]2C1=O (stereo partly specified)	6.2	-4.2	-5.3	-7.5	10.3	6.7	0.6	0.7
60	CCCCCSc1nncc(=O)[nH]1	7.3	-5.3	-1.1	0.3	30.3	1.1	-14.0	1.0
61	CCCCn1c(N)c(N(CC)C(=O)c2cccc(OC)c2)c(=O)[nH]c1=O	6.0	-5.7	-3.6	9.3	-0.1	18.8	-1.9	-4.0

Reformatted: 2 of the compounds above
10	C=CCOc1ccc2ccccc2c1CNn1cn[nH]c1=S
11	C/C(=N/NC(=O)CSc1nc2ccccc2s1)c1ccncc1

entry no.,10,11
CCR6 antag,-4.3,2.1
ATG4B inh,-0.1,-8.4
CXCR6 inh,-6.2,-5.5
UBC13 polyUb,-2.3,-6.1
APJ antagonist,-0.4,-3.0
Gli-Sufu antag,-0.3,5.2
EBI2 antag,-5.7,11.7
APJ ag,-0.2,1.2

Results in sequence from above.
ATG4B inh, compounds 44 to 51, in order: 0.8, 2.7, -10.6, -16.0, -18.7, -37.5, 1.0, -0.8
APJ antagonist, compounds 44 to 51, in order: -4.6, -13.6, 2.9, -6.1, 14.4, -0.5, 5.6, 21.3
